# PvdQ acylase – P. aeruginosa PvdQ acylase inhibitors, primary screen, biochemical, fluorescence, plate reader and imaging, single point; PvdQ acylase [Pseudomonas aeruginosa LESB58]; purified PvdQ acylase; inhibition, % at 10 µM; hit rate 0.063% among 340,000; AID 488965, 2010; in the data active means inhibition above about 30%, passing the limit was not always enough;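 further: 0% = vehicle neutral wells and 100% = reference inhibitor wells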
# C-LANA FP – inhibitors of KSHV C-LANA binding to DNA, primary screen, biochemical, fluorescence polarization, FAM-LBS DNA, MBP-C-LANA, single point; Kaposi's sarcoma herpesvirus LANA C-terminal domain (residues 932-1162) DNA binding; inhibition, % at 9 µM; hit rate 0.078% among 340,000;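 active means highest replicate inhibition at or above 60% at 9 µM, even if other replicates fall short; inactive means all replicates below 60% inhibition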;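 further: 0% = neutral control wells and 100% = 4 µM acridine orange control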
# Keap1 Nrf2 FP – Keap1-Nrf2 protein-protein interaction inhibitors, primary screen, biochemical, fluorescence polarization, single point | Kelch-like ECH-associated protein 1 (Homo sapiens), Q14145 | Keap1 Kelch-Nrf2 peptide fluorescence polarization, 1536-well | hit rate 0.15% among 340,000 | inhibition, % at 9.4 µM; in the data active means inhibition above about 12%;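 further: human Keap1 Kelch domain with fluorescein labeled Nrf2 9mer peptide probe; 0% = neutral control wells and 100% = peptide positive control; higher means more block of Keap1 binding to Nrf2 peptide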
# PKA-R2B activ – activators of PKA-R2B holoenzyme, primary screen, biochemical, fluorescence polarization, Cy5-IP20, human; cAMP-dependent protein kinase catalytic subunit beta (Homo sapiens) + cAMP-dependent …; PKA-R2B holoenzyme dissociation; R2B truncated from residue 108, S112A mutant; 0% DMSO only, 100% 113 µM cGMP; activation, % at 11.4 µM; hit rate 0.079% among 340,000;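 active means activation above a cutoff set at the mean over all compounds plus 3 SD, cut at about 18% in these data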;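 further: higher means more holoenzyme dissociation and a rise in polarization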
# Target sequence (P31323 whole entry, looked up, other chains not shown, the tested form may be a part): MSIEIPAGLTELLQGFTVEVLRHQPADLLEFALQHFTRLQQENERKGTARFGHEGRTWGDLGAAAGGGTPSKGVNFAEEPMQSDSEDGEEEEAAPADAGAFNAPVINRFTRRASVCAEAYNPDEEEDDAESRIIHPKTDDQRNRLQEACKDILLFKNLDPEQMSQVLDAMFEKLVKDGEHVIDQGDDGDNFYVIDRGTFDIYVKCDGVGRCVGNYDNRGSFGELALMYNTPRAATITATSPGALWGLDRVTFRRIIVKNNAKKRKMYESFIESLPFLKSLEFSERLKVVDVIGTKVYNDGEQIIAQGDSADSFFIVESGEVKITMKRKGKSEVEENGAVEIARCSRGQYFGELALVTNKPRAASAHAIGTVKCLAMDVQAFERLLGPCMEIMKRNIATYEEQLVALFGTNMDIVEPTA
# SR-BI uptake up – activators of SR-BI mediated DiI-HDL uptake, primary screen, ldlA[mSR-BI] CHO cells, DiI fluorescence; 3 h; 100 = double the neutral-control signal; activation, % at 12.5 µM; hit rate 0.096% among 320,000; AID 504775, 2011;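 active means mean replicate activation of at least 60% and every replicate at or above 60%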;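 further: 0% = median plate neutral-control signal and 100% = twice that signal; values of inactives mirror those of a sister screen read the other way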
#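 Assay system: LDL receptor-deficient CHO ldlA cells overexpressing murine SR-BI / Medium: BSA-supplemented, HEPES-buffered Ham's F12, pH 7.4 / Probe or stimulus: DiI-labelled HDL at 10 µg/mL final / Timing: compound with DiI-HDL co-incubation, 3 h at 37 °C / Technique: bottom-read cell fluorescence after medium removal, ex 550/em 595 nm / Measure: HDL uptake via cellular fluorescence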
# RTF Ca sens inh – cardiac RTF calcium sensitivity inhibitors, primary screen, biochemical, IANBD-TnC fluorescence, EC70 calcium | Troponin I, cardiac muscle (Homo sapiens) + Troponin T, cardiac muscle (Homo sapiens) + … | AID 493244, 2011 | IANBD-labeled cardiac RTF, Ca2+ fluorescence | hit rate 0.12% among 340,000 | inhibition, % at 7.15 µM;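 active means inhibition above the mean inhibition of all tested compounds plus 3 SD, cut at about 17% in these data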;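 further: assay run at fixed EC70 calcium of 1.6 mM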
# Arrestin-AP2 inh – inhibitors of beta-arrestin/AP2 binding, primary screen, biochemical, GPCR trafficking, flow cytometry | FITC-arrestin peptide / GST-AP2 beads; AP2 beta2 appendage carries R879A mutation | inhibition, % at 10 µM | hit rate 0.31% among 340,000;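 active means inhibition above a set limit, near 3 SD of compounds lacking own fluorescence, cut at about 54% in these data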;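 further: plate controls were DMSO wells for no effect and 5 µM unlabelled arrestin peptide for full effect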
#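 System: GST-AP2 R879A glutathione beads; medium: PBS, Tween 20 0.05%, BSA 0.1%; reagent: fluorescein-tagged arrestin peptide at 50 nM final; schedule: pre-incubation 12 min, peptide binding 1 h, room temperature; detection: flow cytometry, FL1 (488/535 nm); read-out: inhibition as reduced fluorescein signal on beads, percent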
# DAGLB inhibitor – DAGLB lipase inhibitors, primary screen, biochemical, fluorescence, HTS; HEK293T DAGLB membrane lysate, EnzChek fluorogenic substrate; Diacylglycerol lipase-beta (Homo sapiens), Q8NCG7; hit rate 0.059% among 340,000; AID 504411, 2011; inhibition, % at 5.17 µM; in the data active means inhibition above about 34%;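 further: 0% = enzyme with vehicle and 100% = wells lacking enzyme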
# NSD2 HMT inh – NSD2 histone methyltransferase inhibitors, primary screen, biochemical, AlphaScreen, single concentration, set 2; NSD2 peptide methylation, 120 min; inhibition, % at 12.5 µM; AID 743445, 2014; Histone-lysine N-methyltransferase NSD2 (Homo sapiens), O96028; hit rate 0.54% among 310,000; in the data active means inhibition above about 50%
# SR-BI DiI inh – inhibitors of SR-BI mediated HDL lipid uptake, primary screen, ldlA[mSR-BI] cells, fluorescence, single point; hit rate 0.96% among 320,000; AID 488896, 2010; ldlA[mSR-BI] CHO cells, DiI-HDL uptake fluorescence, 3 h; inhibition, % at 12.5 µM;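 active means mean replicate inhibition of at least 70% and a set share of replicates each scoring 70 or more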;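 further: 0% = median of neutral control wells and 100% = median of positive control wells; values of inactives mirror those of a sister screen read the other way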
# Target sequence (Q61009 whole entry, looked up): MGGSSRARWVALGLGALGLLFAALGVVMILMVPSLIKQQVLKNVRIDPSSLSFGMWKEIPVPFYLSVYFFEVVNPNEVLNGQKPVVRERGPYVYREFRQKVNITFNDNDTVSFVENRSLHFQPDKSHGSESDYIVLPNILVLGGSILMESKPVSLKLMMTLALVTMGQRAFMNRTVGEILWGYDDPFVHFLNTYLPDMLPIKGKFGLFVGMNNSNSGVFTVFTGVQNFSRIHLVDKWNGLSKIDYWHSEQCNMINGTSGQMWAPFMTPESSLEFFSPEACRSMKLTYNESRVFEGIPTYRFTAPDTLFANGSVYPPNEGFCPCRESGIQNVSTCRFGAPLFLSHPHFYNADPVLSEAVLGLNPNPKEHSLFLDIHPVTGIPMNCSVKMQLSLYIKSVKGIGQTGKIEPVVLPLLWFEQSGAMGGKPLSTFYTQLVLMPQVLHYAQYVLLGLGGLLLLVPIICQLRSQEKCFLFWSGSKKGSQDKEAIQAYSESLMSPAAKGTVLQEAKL
# * = called active by the depositor; . = not tested or not shown; & = joins results of further samples.
# Abbreviations – A = PvdQ acylase; B = C-LANA FP; C = Keap1 Nrf2 FP; D = PKA-R2B activ; E = SR-BI uptake up; F = RTF Ca sens inh; G = Arrestin-AP2 inh; H = DAGLB inhibitor; I = NSD2 HMT inh; J = SR-BI DiI inh
1) Fc1ccc(Nc2nc(NCc3ccco3)c3ccccc3n2)cc1
  A: -2.5; B: -0.6; C: 2.5; D: 5.0; E: -10.7; F: 4.1; G: 29.5; H: -1.7; I: 3.4; J: 10.7

2) O=[N+]([O-])c1ccccc1/C=C/C=N/N1CCCCC1
  A: -2.7; B: 0.0; C: -3.9; D: 0.9; E: -26.8; F: -10.0; G: -11.3; H: 2.0; I: 13.4; J: 26.8

3) COc1ccc(NC(=O)CC2Oc3ccccc3NC2=O)c(OC)c1 (stereo not drawn)
  A: -18.5; B: -3.5; C: 1.2; D: -0.2; E: -18.9; F: -5.4; G: 11.2; H: -0.5; I: -0.7; J: 18.9

4) Cc1ccc(NC(=O)COc2coc(CN3CCc4ccccc4C3)cc2=O)cc1Cl
  A: 1.1; B: 0.7; C: 4.1; D: 2.8; E: 7.6; F: 10.0; G: 25.0; H: -1.1; I: 1.9; J: -7.6

5) COc1ccc(C(=O)Nc2ccc(Nc3ccccc3)cc2)cc1Br
  A: -10.0; B: 0.3; C: -6.4; D: -16.6; E: -97.7; F: -9.8; G: 11.5; H: 0.0; I: 1.4; J: 97.7*

6) CC(=O)Cn1c(=O)c2c(nc3n2CCCN3Cc2ccccc2)n(C)c1=O
  A: -8.6; B: 1.2; C: -1.4; D: 0.2; E: 8.8; F: 1.0; G: 4.6; H: 2.9; I: 1.1; J: -8.8

7) COCCNc1nc2c(c(=O)n(Cc3ccccc3F)c(=O)n2C)n1C
  A: 4.4; B: -1.3; C: -1.6; D: 1.2; E: -20.7; F: 3.0; G: 31.0; H: -0.7; I: 0.4; J: 20.7

8) COc1cc(C=Nc2c(C)cc(C)cc2C)ccc1OC(C)=O
  A: -12.4; B: 1.3; C: -1.0; D: -12.2; E: -1.3; F: -13.2; G: -4.8; H: 1.7; I: -3.6; J: 1.3

9) O=C(Nc1ccccc1)SC1CCCCC1
  A: -4.7; B: 0.0; C: 9.3; D: -1.2; E: 0.8; F: -0.4; G: 31.2; H: -3.8; I: -2.5; J: -0.8

10) O=C(NC(Cc1c[nH]c2ccccc12)C(=O)N1CCOCC1)c1cccs1 (stereo not drawn)
  A: 4.0; B: 1.0; C: 2.0; D: -0.9; E: 15.6; F: 3.7; G: 39.7; H: 0.3; I: -0.7; J: -15.6

11) COc1ccc(NC(=O)c2cc([N+](=O)[O-])ccc2N2CCCC2)cc1
  A: -5.3; B: 0.2; C: 0.3; D: .; E: -15.8; F: .; G: -18.9; H: .; I: 3.1; J: 15.8

12) CC(C)C(NS(=O)(=O)/C=C/c1ccccc1)C(=O)NCc1ccc(F)cc1 (stereo not drawn)
  A: 5.9; B: -1.3; C: -1.5; D: 5.0; E: -1.3; F: 11.7; G: 21.9; H: -5.1; I: 1.0; J: 1.3

13) CCOc1ccc(C2Nc3ccccc3NC3=C2C(=O)CC(C)(C)C3)cc1OC (stereo not drawn)
  A: -2.6; B: 0.7; C: -2.3; D: -14.8; E: 26.5; F: -12.0; G: -20.1; H: 0.9; I: -4.7; J: -26.5

14) c1cnc(N2CCN(Cc3ccc4c(c3)OCO4)CC2)nc1
  A: -4.6&-9.9; B: -1.8&0.2; C: -5.4&-5.1; D: -0.1&-14.0; E: 9.3&24.0; F: -5.6&8.3; G: 1.3&3.3; H: -12.1&-9.8; I: .; J: -9.3&0.9

15) CCc1cccc(C)c1NC(=O)Cn1c(NCCO)nc2ccccc21
  A: 0.0; B: 2.6; C: -5.1; D: 5.4; E: 18.8; F: 7.9; G: 14.1; H: -2.5; I: -1.3; J: -18.8

16) CNc1cc([N+](=O)[O-])ccc1N/C=C/C(=O)c1ccc2c(c1)OCO2
  A: -11.8; B: 0.7; C: -1.9; D: 5.5; E: -62.5; F: 0.1; G: 10.2; H: -1.1; I: -2.1; J: 62.5

17) CN1/C(=C\C=C2\N=C(c3ccc(F)cc3)OC2=O)C(C)(C)c2ccccc21
  A: 11.3; B: -0.9; C: -5.0; D: 0.6; E: .; F: -18.8; G: 21.4; H: 0.3; I: 0.1; J: .

18) Cc1cc(NC(=O)CCC(=O)N(Cc2ccccc2)C(C(=O)NC2CCCC2)c2ccco2)no1 (stereo not drawn)
  A: 2.3; B: -3.7; C: 0.7; D: 6.3; E: 15.1; F: -1.0; G: 37.3; H: 0.1; I: 8.7; J: -15.1

19) C[C@H](CO)N1C[C@H](C)[C@@H](CN(C)C(=O)Nc2ccc3c(c2)OCO3)Oc2ccc(NC(=O)CCN3CCOCC3)cc2C1=O
  A: -6.2; B: -0.6; C: -1.6; D: -2.1; E: -7.2; F: 3.1; G: 1.9; H: 5.5; I: .; J: 7.2

20) CCCN1CNc2c(c(=O)[nH]c(=S)n2CCc2ccc(OC)c(OC)c2)C1
  A: 5.3; B: -0.2; C: 0.6; D: -11.9; E: -14.9; F: 12.7; G: -9.8; H: -0.7; I: 4.6; J: 14.9

21) O=C1/C(=C/c2ccccc2Cl)SC(=S)N1CCC(=O)N1CCCCC1CCO (stereo not drawn)
  A: 2.7; B: 0.0; C: -1.7; D: -0.5; E: -13.2; F: 4.8; G: 20.0; H: -2.7; I: 27.7; J: 13.2

22) Cc1ccc(C(=O)CCC(=O)N2CCC(C(N)=O)CC2)cc1
  A: 3.5; B: 0.2; C: 2.2; D: 10.8; E: -17.4; F: -2.9; G: 23.0; H: 2.5; I: -0.5; J: 17.4

23) CCCOC(=O)Oc1ccc2c(=O)c(Oc3cc(C)cc(C)c3)coc2c1
  A: -12.5; B: 0.6; C: 1.7; D: 10.8; E: 23.7; F: -9.2; G: -3.9; H: -5.0; I: 2.4; J: -23.7

24) COc1ccccc1NC(=O)/C=C/c1ccc(OC)c(S(=O)(=O)N2CCOCC2)c1
  A: -8.3; B: 13.0; C: 1.4; D: -8.7; E: -27.1; F: 1.2; G: -1.8; H: 0.5; I: -4.9; J: 27.1

25) COCCN1CCc2c(C)nc3c(-c4ccc(OC)c(OC)c4)cnn3c21
  A: -3.5; B: -0.7; C: -4.3; D: -2.5; E: -47.3; F: -1.6; G: 2.8; H: 1.7; I: .; J: 47.3

# A second format for part of the listing above:
no.	PvdQ acylase	C-LANA FP	Keap1 Nrf2 FP	PKA-R2B activ	SR-BI uptake up	RTF Ca sens inh	Arrestin-AP2 inh	DAGLB inhibitor	NSD2 HMT inh	SR-BI DiI inh	molecule
11	-5.3	0.2	0.3	.	-15.8	.	-18.9	.	3.1	15.8	COc1ccc(NC(=O)c2cc([N+](=O)[O-])ccc2N2CCCC2)cc1
8	-12.4	1.3	-1.0	-12.2	-1.3	-13.2	-4.8	1.7	-3.6	1.3	COc1cc(C=Nc2c(C)cc(C)cc2C)ccc1OC(C)=O
24	-8.3	13.0	1.4	-8.7	-27.1	1.2	-1.8	0.5	-4.9	27.1	COc1ccccc1NC(=O)/C=C/c1ccc(OC)c(S(=O)(=O)N2CCOCC2)c1
10	4.0	1.0	2.0	-0.9	15.6	3.7	39.7	0.3	-0.7	-15.6	O=C(NC(Cc1c[nH]c2ccccc12)C(=O)N1CCOCC1)c1cccs1 (stereo not drawn)
13	-2.6	0.7	-2.3	-14.8	26.5	-12.0	-20.1	0.9	-4.7	-26.5	CCOc1ccc(C2Nc3ccccc3NC3=C2C(=O)CC(C)(C)C3)cc1OC (stereo not drawn)
1	-2.5	-0.6	2.5	5.0	-10.7	4.1	29.5	-1.7	3.4	10.7	Fc1ccc(Nc2nc(NCc3ccco3)c3ccccc3n2)cc1
